PKM2 act: PKM2 (human) enzyme activation; hit rate 0.34% among 260,000; purified PKM2, Kinase-Glo ATP luminescence, activation; response scale: 0% is enzyme alone, no compound; P14618; Potency, µM (top dose mostly 57.5 µM), inactives show at the top dose activation, hits mostly activators; AID 1631; note: potency is the fitted concentration of half-maximal effect; % is set by controls: 0 for no effect and ±100 for the full control effect; nearly all actives have a fitted effect of over 55% in size
Target sequence (P14618 whole entry, looked up): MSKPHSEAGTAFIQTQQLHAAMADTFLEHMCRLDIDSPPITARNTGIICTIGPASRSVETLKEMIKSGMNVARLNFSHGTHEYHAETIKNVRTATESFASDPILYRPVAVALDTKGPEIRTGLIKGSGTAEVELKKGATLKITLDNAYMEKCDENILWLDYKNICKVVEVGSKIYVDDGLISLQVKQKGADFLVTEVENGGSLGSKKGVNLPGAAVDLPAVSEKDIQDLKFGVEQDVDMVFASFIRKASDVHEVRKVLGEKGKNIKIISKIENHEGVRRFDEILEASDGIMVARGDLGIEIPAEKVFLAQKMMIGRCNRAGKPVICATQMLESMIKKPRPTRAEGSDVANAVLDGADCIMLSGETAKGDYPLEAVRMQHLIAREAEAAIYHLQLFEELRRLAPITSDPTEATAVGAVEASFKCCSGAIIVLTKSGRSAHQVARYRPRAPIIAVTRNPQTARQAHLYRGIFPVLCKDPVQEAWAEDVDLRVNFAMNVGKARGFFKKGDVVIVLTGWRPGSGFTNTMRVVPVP
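Purified hPK-M2 (>95%) run at intermediate activity with 0.1 mM ADP and 0.5 mM PEP in 50 mM imidazole pH 7.2, KCl, MgCl2; 1 h room temperature. ATP formed read by Kinase-Glo luminescence; normalized to uninhibited and no-enzyme controls.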
FLuc modulator: inhibits or activates purified firefly luciferase, miR-21 counter-screen; P08659; purified FLuc, Km substrates, luminescence inhibition; Potency, µM (titrated, usually from 57.5 µM), for inactives: top-dose activity change, negative = inhibition, most hits filed as inhibitors; hit rate 6.9% among 360,000;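 note: potency is the fitted concentration of half-maximal effect; plate controls were vehicle for no effect and reference inhibitor for full effect; nearly all actives have a fitted effect of over 55% in size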
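Biochemical qHTS of compounds, final roughly 60 µM downward over six points, against 10 nM purified firefly luciferase using Km concentrations of substrates (10 uM D-luciferin, 10 uM ATP) in Tris acetate pH 7.5 buffer; luminescence output.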
ELG1 repair inh: inhibitors of ELG1-dependent DNA repair in HEK293T cells | hit rate 2.3% among 330,000 | Potency, µM (series often up to 46.1 µM), inactives show at the top dose activity change, negative = inhibition, actives largely listed as inhibitors | AID 504467 | HEK293T ELG1-luciferase reporter, luminescence, 16 h; DNA damage induced by 5-fluorouridine; note: potency is the fitted concentration of half-maximal effect; % is set by controls: 0 for no effect and ±100 for the full control effect; nearly all actives have a fitted effect of over 55% in size
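HEK293T cells expressing luciferase-tagged ELG1 (2,000/well) received 5-Fluorouridine plus compound or DMSO for 16 hr at 37 °C. Luciferase was read by ONE-Glo luminescence after 30 min at room temperature.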
Rab9 prom act: activators of Rab9 promoter | Huh7 Rab9 promoter-luciferase reporter, luminescence, 24 h | Potency, µM (titrated, usually from 9.22 µM), for the others: at the top dose activation, negative = inhibition, usual class: activators | hit rate 2.8% among 320,000 | AID 485297; note: potency is the fitted concentration of half-maximal effect; % of control where 0% means no effect; nearly all actives have a fitted effect of over 60% in size
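Cell-based reporter: Huh7 stable for Rab9 promoter-driven luciferase, plated in reduced-serum medium with 10% FBS at 1500 cells/well, compound-treated 24 h at 37 °C, luminescence read after 10 min reagent.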
VP16 counter: counter-screen for ROR gamma inhibitors: Gal4-VP16 reporter | AID 2546 | hit rate 3.5% among 310,000 | Drosophila S2 Gal4-VP16 UAS-luciferase, luminescence, 20 h | Potency, µM (highest dose often 53.6 µM), for the others: at the top dose activity, negative = inhibition, actives largely listed as inhibitors;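 note: Gal4-VP16 expression switched on by copper sulfate through the metallothionein promoter; potency is the fitted concentration of half-maximal effect; % is set by controls: 0 for no effect and ±100 for the full control effect; nearly all actives have a fitted effect of over 50% in size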
KCNH2 3.1 block: blocks the human KCNH2 3.1 channel isoform. U2OS KCNH2 3.1, thallium flux FluxOr; active compounds read low. activity change, % (tested at about 1.8 µM). hit rate 0.95% among 340,000;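 active = maximum activity change below -70%; inconclusive = maximum activity change from -70% to -50%; inactive = maximum activity change above -50%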;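 note: thallium influx rate constant from kinetic fluorescence after stimulation buffer; % is set by controls: 0 for no effect and ±100 for the full control effect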
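U2OS cells transduced with KCNH2 3.1 mutant virus (1.77 x 10^8 /mL, 4 h), plated overnight at 37 C, loaded 45 min with FluxOr dye plus Red40 quencher. Thallium flux rate constant from kinetic reads after stimulation buffer, normalised to controls.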
RORgamma inh: ROR gamma (mouse) transcription inhibition; Drosophila S2 Gal4-RORgamma UAS-luciferase reporter, 20 h; P51450; Potency, µM (titrated, usually from 53.6 µM), inactives show top-dose activity change, negative = inhibition, actives largely listed as inhibitors; hit rate 5.4% among 310,000; note: potency is the fitted concentration of half-maximal effect; % is set by controls: 0 for no effect and ±100 for the full control effect; nearly all actives have a fitted effect of over 60% in size
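Luciferase reporter read in Schneider cells carrying Gal4-RORγ (mouse) and UAS-Photinus luciferase; cells given compound 1 h before 700 uM copper sulfate induction, then incubated 20 h at ambient temperature.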
MBNL1 CUG block: inhibitors of human MBNL1 binding to CUG repeat RNA; Q9NR56; TR-FRET MBNL1-His/biotin-(CUG)12 binding, 665/545 ratio; Potency, µM (top dose mostly 57.5 µM), inactives show top-dose activity change, negative = inhibition, actives largely listed as inhibitors; hit rate 0.036% among 280,000; active = well fitted inhibition curve with a large enough effect in the signal ratio, with a control signal flat, not every such curve was filed as active; inconclusive = small, poorly fitted or top-dose-only effect, or effect the other way, or a change in a side signal; inactive = no such curve, though single readings can be large or run the other way; the % refers to the signal ratio; note: potency is the fitted concentration of half-maximal effect; % is set by controls: 0 for no effect and ±100 for the full control effect
Target sequence (Q9NR56 whole entry, looked up): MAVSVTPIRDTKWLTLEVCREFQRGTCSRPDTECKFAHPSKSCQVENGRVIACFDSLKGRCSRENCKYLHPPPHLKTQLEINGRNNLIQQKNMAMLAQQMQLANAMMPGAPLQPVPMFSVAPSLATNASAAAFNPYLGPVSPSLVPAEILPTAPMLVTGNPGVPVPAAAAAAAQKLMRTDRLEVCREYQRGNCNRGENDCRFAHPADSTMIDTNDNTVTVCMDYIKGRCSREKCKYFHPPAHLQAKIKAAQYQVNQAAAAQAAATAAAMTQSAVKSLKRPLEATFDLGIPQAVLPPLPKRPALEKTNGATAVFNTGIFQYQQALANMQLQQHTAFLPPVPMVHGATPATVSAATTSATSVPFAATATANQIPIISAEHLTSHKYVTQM
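Compounds (final 92 nM to 58 uM) are added to His-tagged MBNL1 and biotin-(CUG)12, then terbium anti-His antibody and streptavidin-XL665 (5 nM final). After 60 min at room temperature, the 665/545 nm ratio is read.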
NPC1 promoter act: NPC1 promoter activation; AID 485313; hit rate 2.4% among 320,000; Potency, µM (doses to about 9.22 µM), inactives show at the highest dose activation, actives largely listed as activators; Huh7 NPC1 promoter luciferase reporter, 24 h;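 note: potency is the fitted concentration of half-maximal effect; % of control where 0% means no effect; nearly all actives have a fitted effect of over 60% in size; reporter is driven by a mutant NPC1 promoter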
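Cells: Huh7 expressing luciferase under the NPC1 promoter, 1500/well. Seeded 2 h, compound added, incubated 24 h at 37 °C. Luciferase reagent, 10 min ambient, then luminescence.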
Menin MLL FP TR: inhibitors of human menin-MLL interaction, mutant MLL peptide; hit rate 0.23% among 270,000; Menin + Texas Red MLL mutant peptide, fluorescence polarization; Potency, µM (top dose mostly 61.6 µM), for inactives: top-dose FP activity change, negative = inhibition, most hits filed as inhibitors; O00255; active = well fitted inhibition curve with a large enough effect in the polarisation, with a control signal flat, not every such curve was filed as active; inconclusive = small, poorly fitted or top-dose-only effect, or effect the other way, or a change in a side signal; inactive = no such curve, though single readings can be large or run the other way; the % refers to the polarisation; note: potency is the fitted concentration of half-maximal effect; % of control where 0% means no effect; many of its hits are not listed in these tables
Mito fusion act: blocks mitochondrial division or promotes mitochondrial fusion. S. cerevisiae fusion-defective mutant growth rescue, CellTiterGlo 48 h. Potency, µM (top dose mostly 46.1 µM), without a hit: top-dose growth rescue (activation), hits mostly activators. AID 485298. hit rate 0.23% among 320,000;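 note: potency is the fitted concentration of half-maximal effect; % of control where 0% means no effect; nearly all actives have a fitted effect of over 45% in size; temperature-sensitive fusion mutants such as fzo1-1 at 37 °C on non-fermentable ethanol glycerol medium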
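Yeast fusion mutant, YPEG (non-fermentable carbon), compound, 48 h at 37C non-permissive; CellTiterGlo added, 10 min RT, luminescence read. Rescued growth = division inhibition.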
* marks the source's active call; other numbers are inactive results; ? = inconclusive; . = no result given. Unless noted, calls come from the whole dose curve; as a rule, active = well fitted curve in the direction sought with a large enough effect; inconclusive = small, poorly fitted or top-dose-only effect, or another doubt; inactive = no such curve, though single readings can be large; an effect the other way counts as inactive or inconclusive. These rows are one share of the data; count on the stated rates, not on these rows.

SMILES	PKM2 act	FLuc modulator	ELG1 repair inh	Rab9 prom act	VP16 counter	KCNH2 3.1 block	RORgamma inh	MBNL1 CUG block	NPC1 promoter act	Menin MLL FP TR	Mito fusion act
O=C(Nc1ccnn1C1CCN(C2CCCC2)CC1)c1ccccc1Cl	.	1%	11%	1%	0%	4	-8%	-2%	3%	.	4%
CCCC(=O)N1CCN(c2nc3c(OC)ccc(Cl)c3s2)CC1	.	-18%	-18%	4%	19%	8	26%	0%	12%	-19%	30%
O=[N+]([O-])c1cc(S(=O)(=O)N2CCCCCC2)ccc1F	10%	1%	?	0%	4.5µM*	-5	5.6µM*	?	3%	4%	5%
Cc1cnc(CNC(=O)C2CCC(=O)N(CCc3cccc(F)c3)C2)[nH]1 (stereo unspecified)	.	4%	3%	-1%	5%	10	-7%	-5%	-12%	.	-1%
Nn1c(SCC(=O)Nc2nnc(-c3ccccc3)o2)nnc1C1CC1	.	8.5µM*	8%	-2%	.	3	.	.	11%	.	-3%
Cc1ccc(C(C[N+](=O)[O-])c2c(C)cc3ccccn23)cc1 (stereo unspecified)	12%	1%	?	-1%	?	2	22µM*	11%	-3%	10%	7%
CC(C(O)C12CC3CC(CC(C3)C1)C2)N1CCCCC1 (stereo unspecified)	2%	0%	2%	2%	7%	51	-19%	1%	-6%	2%	-6%
O=C(c1ccc(NC2=NC3CS(=O)(=O)CC3S2)cc1)N1CCN(c2ccc([N+](=O)[O-])cc2)CC1 (stereo unspecified)	.	0%	?	-1%	-4%	-18	2%	?	0%	.	-1%
COC(=O)C1=C(C)N=C2SC(C#N)=C(N)N2C1c1cccc(OC)c1 (stereo unspecified)	4%	6%	?	-5%	14%	-1	1%	21%	2%	7%	-3%
CCn1ncc(C2=NOC(C(=O)NCc3ccc(Cl)cc3)C2)c1C (stereo unspecified)	-4%	6%	20%	-2%	-13%	15	-1%	-7%	-24%	4%	-1%
COCCC(=O)N(Cc1ccc2c(c1)OCO2)C(C(=O)NC1CCCCC1)c1ccncc1 (stereo unspecified)	5%	-2%	12%	-3%	11%	-19	-4%	-7%	12%	-10%	0%
CCOC(=O)N1CCN(C(=S)NC(=O)c2cncc(Br)c2)CC1	0%	-11%	23%	2%	2.5µM*	-20	1.1µM*	.	0%	-10%	-6%
Cc1csc(NC(=O)CSc2nnc(-c3ccoc3C)n2C(C)c2ccccc2)n1 (stereo unspecified)	-4%	-2%	-25%	-2%	-2%	1	34%	-1%	-5%	.	6%
FC(F)(F)c1cccc(NC(=S)NNC(=S)Nc2cccc(C(F)(F)F)c2)c1	2%	-6%	?	3%	-29%	.	-12%	.	-4%	.	-27%
O=C(C1=C[C@H](c2ccc(Br)cc2)C[C@H](OCc2ccc(CO)cc2)O1)N1CCOCC1	1%	-4%	3%	2%	-3%	-5	11%	-12%	-5%	-4%	5%
CCOC(=O)c1sc(NC(=O)CSc2nc3c(cc2C#N)CCCCCC3)c(C#N)c1C	-2%	7%	?	0%	5%	8	-11%	2%	-1%	6%	-4%
O=C(Nc1ccc(S(=O)(=O)NC2=NCCCCC2)cc1)c1ccco1	-3%	3%	7%	4%	18%	-16	4%	0%	-1%	-8%	3%
O=c1cc(O)n(C2CCCCCC2)c(=O)[nH]1	.	0%	8%	-9%	17%	-17	8%	-2%	-2%	?	-5%
O=C(O)COn1c(-c2ccc(Cl)cc2)nc2ccc(Cl)cc21	-1%	9.5µM*	?	7%	0%	-6	1%	-3%	2%	11%	0%
CN(C)C(CNC(=O)CSc1nc2sc3c(c2c(=O)n1C)CCC3)c1ccccc1 (stereo unspecified)	.	-3%	0%	2%	.	-2	.	.	-1%	.	-12%
CSc1ccc(CN(C)C(=O)CN2C(=O)NC3(CCCC3)C2=O)cc1	.	2%	3%	-6%	.	5	.	.	0%	.	-8%
CN=Cc1c(NC)nc2c(C)cccn2c1=O	0%	-2%	19%	4%	2%	27	-17%	-4%	-6%	-18%	5%
Cc1cccc(N)c1SC1CCCCC1O (stereo unspecified)	2%	3%	1%	-11%	-4%	10	?	-2%	1%	0%	5%
O=C(c1ccc(-c2ccccc2Cl)o1)N1CCCC(C(F)(F)F)C1 (stereo unspecified)	.	13µM*	?	?	.	2	.	.	29%	.	26%
COc1cc(NS(=O)(=O)c2ccc(NC(=S)NC(=O)c3ccc(F)c(F)c3)cc2)nc(OC)n1	.	-1%	14%	0%	-4%	4	14%	-3%	2%	.	5%
Cc1ccc(S(=O)(=O)C2(C(=O)Nc3ccc(C(C)C)cc3)CC2)cc1	2%	?	?	?	2%	2	35%	-2%	25%	1%	2%
CC1CC(C)(C)NC(=S)N1CCCC(=O)N1CCN(c2ccc(F)cc2)CC1 (stereo unspecified)	1%	1%	-13%	1%	-95%	1	10µM*	.	0%	-14%	-5%
CCOC(=O)c1cnc2cc(C)ccn2c1=O	5%	-2%	16%	1%	2%	20	-3%	8%	-3%	11%	-1%
Cc1cccc(N(C)C(=O)c2coc(=O)c3ccccc23)c1	-1%	-2%	7%	-9%	1%	9	-10%	-1%	-2%	-10%	-6%
Nc1cc(=O)[nH]c(SCCSc2ccccc2F)n1	.	0%	9%	8%	4%	12	-2%	-7%	-2%	.	0%
CC(C)OCCCNS(=O)(=O)c1ccc2c(c1)OCCO2	2%	1%	-2%	-4%	-4%	1	3%	1%	-4%	0%	1%
COc1cc(Cl)cc(/C=C/c2ccc3cccc(O)c3n2)c1OC	.	?	3%	?	-10%	-6	5µM*	0%	?	?	-1%
NC(=S)Nc1c(Cl)cccc1Cl	0%	-1%	-1%	-4%	-6%	10	-7%	.	3%	.	-1%
O=C(COc1ccc(Cl)cc1Br)NC(=O)NC1CCCC1	.	6µM*	?	3.2µM*	.	-8	.	.	3.5µM*	.	23%
Cc1ccc(C)c(S(=O)(=O)NCc2ccc(C(=O)NCc3ccco3)cc2)c1	-4%	1%	-16%	?	-8%	17	-1%	0%	-3%	-6%	4%
O=C(NC1CCCC1)c1c[nH]c2ccc(F)cc2c1=O	-3%	?	25%	12%	-1%	6	43%	1%	8%	1%	6%

Record cards, as listed above. Values in the order: PKM2 act, FLuc modulator, ELG1 repair inh, Rab9 prom act, VP16 counter, KCNH2 3.1 block, RORgamma inh, MBNL1 CUG block, NPC1 promoter act, Menin MLL FP TR, Mito fusion act
O=C(c1ccc(-c2ccccc2Cl)o1)N1CCCC(C(F)(F)F)C1 (stereo unspecified) is listed with ., 13µM*, ?, ?, ., 2, ., ., 29%, ., 26%
CCOC(=O)c1cnc2cc(C)ccn2c1=O is listed with 5%, -2%, 16%, 1%, 2%, 20, -3%, 8%, -3%, 11%, -1%
O=C(COc1ccc(Cl)cc1Br)NC(=O)NC1CCCC1 is listed with ., 6µM*, ?, 3.2µM*, ., -8, ., ., 3.5µM*, ., 23%
CSc1ccc(CN(C)C(=O)CN2C(=O)NC3(CCCC3)C2=O)cc1 is listed with ., 2%, 3%, -6%, ., 5, ., ., 0%, ., -8%
Nc1cc(=O)[nH]c(SCCSc2ccccc2F)n1 is listed with ., 0%, 9%, 8%, 4%, 12, -2%, -7%, -2%, ., 0%

Screening results deposited in PubChem BioAssay by National Center for Advancing Translational Sciences (NCATS).
